# Source: PubChem BioAssay (The Scripps Research Institute Molecular Screening Center)
# GPR151 ag – human GPR151 activation | Q8TDV0 | PathHunter beta-arrestin GPR151 cells, luminescence | activation, % at 11.2 µM | 650,000 tested, 1% active | AID 1508602; in the data active = activation above about 4.9%;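 note: 0% = median of compound wells and 100% = cells with positive control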
# Target sequence (Q8TDV0 whole entry, looked up): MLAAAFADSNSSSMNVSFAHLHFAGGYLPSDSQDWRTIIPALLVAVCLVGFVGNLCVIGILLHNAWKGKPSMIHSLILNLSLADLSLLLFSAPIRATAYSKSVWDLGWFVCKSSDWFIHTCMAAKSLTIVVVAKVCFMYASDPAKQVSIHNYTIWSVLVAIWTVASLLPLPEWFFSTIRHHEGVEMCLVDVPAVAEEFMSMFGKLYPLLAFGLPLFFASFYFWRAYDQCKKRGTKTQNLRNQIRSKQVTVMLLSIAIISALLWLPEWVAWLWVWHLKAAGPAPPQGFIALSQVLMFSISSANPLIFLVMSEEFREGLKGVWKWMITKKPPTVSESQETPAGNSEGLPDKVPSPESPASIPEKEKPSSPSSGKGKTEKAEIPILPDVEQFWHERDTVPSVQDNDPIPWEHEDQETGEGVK
# FBW7 activator – human FBW7 E3 ligase activation, primary screen; AlphaScreen FBW7–phospho-cyclin E peptide binding, activator screen; Q969H0; AID 1259310; 650,000 tested, 0.13% active; normalized activity (activation), % at 26.1 µM; in the data active = normalized activity above about 1.9%;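 note: purified mutant Fbw7 with reduced substrate affinity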
# TEAD-YAP block – TEAD-YAP interaction inhibition; HEK-TIYL cells, TEAD-Gal4/YAP UAS-luciferase luminescence; AID 1259422; 640,000 tested, 1.4% active; inhibition, % at 9.12 µM; in the data active = inhibition above about 32%;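 note: 0% = median of test compound wells and 100% = reference inhibitor wells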
# MITF inh – human MITF inhibition, primary screen; O75030; AlphaScreen MITF homodimerization, bead proximity signal; inhibition, % at 2.6 µM; 650,000 tested, 0.91% active; AID 1259374; in the data active = inhibition above about 50%;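 note: 0% = vehicle wells with protein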
# Target sequence (O75030 whole entry, looked up): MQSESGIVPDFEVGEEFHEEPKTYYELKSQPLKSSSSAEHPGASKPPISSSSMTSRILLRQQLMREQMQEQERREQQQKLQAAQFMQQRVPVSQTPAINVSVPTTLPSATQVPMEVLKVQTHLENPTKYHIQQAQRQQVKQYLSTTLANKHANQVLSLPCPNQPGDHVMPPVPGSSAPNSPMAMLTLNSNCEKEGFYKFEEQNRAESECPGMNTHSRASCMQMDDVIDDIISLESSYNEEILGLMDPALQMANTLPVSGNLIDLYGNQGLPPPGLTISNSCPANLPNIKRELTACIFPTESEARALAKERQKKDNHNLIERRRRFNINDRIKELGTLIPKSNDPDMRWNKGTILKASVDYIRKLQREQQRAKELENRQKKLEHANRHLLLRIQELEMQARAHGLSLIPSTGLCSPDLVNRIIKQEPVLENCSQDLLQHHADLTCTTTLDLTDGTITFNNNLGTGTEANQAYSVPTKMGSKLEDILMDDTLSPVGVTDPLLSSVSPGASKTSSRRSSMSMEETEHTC
# An asterisk follows results filed as active.
SMILES,GPR151 ag,FBW7 activator,TEAD-YAP block,MITF inh
O=C1c2cccc([N+](=O)[O-])c2C(=O)N1Cc1cccc(Br)c1,-0.6,0.0,-1,2
O=C(CNC(=O)c1ccccc1)Nc1ccc(Cl)cc1,0.0,0.0,-30,16
CCOC(=O)c1ccc(NC(=O)CS(=O)c2ncc(-c3ccc(OC)cc3)n2C)cc1 (stereo unspecified),-1.1,0.0,12,4
CCOC(=O)c1cnn2c(C(F)(F)F)cc(-c3ccc4c(c3)OCO4)nc12,-0.3,-0.1,1,-6
COc1ccc2c(c1OC)C(=O)N(c1cccc(C)c1)C2,-2.1,-0.2,6,-2
Cc1ccc(NS(=O)(=O)c2ccc(N=Cc3c(C)[nH]n(-c4cccc(Cl)c4)c3=O)cc2)cc1C,0.1,-0.1,10,6
COc1ccc(CC(=O)N2CCC(n3nccc3NC(=O)C3CC3)CC2)cc1,-0.7,0.0,-4,-1
COc1ccc2nc(N3CCCC(C(=O)NCCc4ccc(Cl)cc4)C3)sc2c1 (stereo unspecified),1.5,-0.1,7,-5
COc1cc(=O)n2c(c1C(=O)NCc1ccco1)CCN(Cc1cccc(C)n1)CC2,0.9,0.0,0,6
CCOc1ccc(NC(=O)CN2CCN(Cc3ccc(F)cc3)CC2)cc1,-1.3,0.4,-2,7
CC(C)CC1NC(=O)N(CC(=O)NC2CCCC2)C1=O (stereo unspecified),0.1,-0.2,5,1
C=CCn1c(=S)[nH]c2cc(C(=O)NCc3ccccc3Cl)ccc2c1=O,-0.5,-0.1,6,17
CC(C)(C)C#CC(O)(c1ccc(F)cc1)c1ccc(F)cc1,0.5,0.1,4,4
Cc1ccc(-c2nnc(N(C)C(=O)c3cnccn3)s2)cn1,0.0,-0.4,-5,10
CCN1CCCC1CNC(=O)c1sc2nc3n(c(=O)c2c1C)CCCCC3 (stereo unspecified),0.1,0.0,9,5
COc1ccc(/C=C(\C#N)C(=O)Nc2ccc([N+](=O)[O-])cc2C)cc1,-1.6,0.0,3,12
N#CC(C(N)=S)=C1CCCC1,-0.1,-0.1,6,0
O=C(COc1ccc(N2CCN(C3CCCCC3)CC2)nn1)N1CCSCC1,-1.9,0.4,6,-2
CNC(=O)c1cc2c(=O)n3cc(C)ccc3nc2n(CCN2CCOCC2)c1=N,-0.2,-0.1,-7,4
Cc1sc2ncn(CC(=O)NCCCC(=O)NCCN3CCOCC3)c(=O)c2c1C,1.0,-0.1,2,-8
O=C(/C=C/c1cccc(Oc2ccccc2)c1)Nc1ccc(Br)cc1,1.5,0.1,-16,-2
O=C(Nc1nnc(-c2ccccc2)o1)c1cc(=O)c2ccccc2o1,2.5,-0.1,2,0
O=[N+]([O-])c1cccc(S(=O)(=O)NCCSc2ccccc2)c1,2.7,-0.1,12,2
CCOc1ccccc1C(=O)N1CCC(n2nnc3cc(C(F)(F)F)ccc32)CC1,-0.5,0.1,6,16
O=C(CN1C(=O)[C@H]2CCCN2C(=O)c2ccccc21)NCCc1ccccc1,-0.1,0.0,0,-3
CN(C)S(=O)(=O)N1CCC2(CC1)NC(=O)N(Cc1ccccc1)C2=O,-1.5,-0.1,3,-4
CC(NS(=O)(=O)/C=C/c1ccccc1)C(=O)NCCc1ccc(S(N)(=O)=O)cc1 (stereo unspecified),-0.2,0.7,8,-11
CC1CC(C)CN(CCCNC(=O)Cn2c(=O)oc3ccccc32)C1 (stereo unspecified),-1.3,0.0,9,19
COc1cc(C=O)ccc1OC(=O)c1cccc([N+](=O)[O-])c1,0.5,0.3,-4,14
O=C(C1CC(=O)N(C2CCCCCC2)C1)N1CCN(c2ccc(F)cc2)CC1 (stereo unspecified),1.2,-0.3,-2,4

# 3 compounds drawn at random from those above, as already listed:
SMILES,GPR151 ag,FBW7 activator,TEAD-YAP block,MITF inh
O=C(COc1ccc(N2CCN(C3CCCCC3)CC2)nn1)N1CCSCC1,-1.9,0.4,6,-2
O=C(Nc1nnc(-c2ccccc2)o1)c1cc(=O)c2ccccc2o1,2.5,-0.1,2,0
COc1ccc(/C=C(\C#N)C(=O)Nc2ccc([N+](=O)[O-])cc2C)cc1,-1.6,0.0,3,12

# Limited to TEAD-YAP block (2 entries from above):
SMILES | TEAD-YAP block
CCOc1ccccc1C(=O)N1CCC(n2nnc3cc(C(F)(F)F)ccc32)CC1 | 6
N#CC(C(N)=S)=C1CCCC1 | 6

# Further entries follow:
SMILES,GPR151 ag,FBW7 activator,TEAD-YAP block,MITF inh
Clc1ccc(-n2ncc3c(NC4CCCCC4)ncnc32)cc1,0.9,0.1,11,1
COc1ccc2c(c1)CC(C(=O)Nc1ccc(-c3cn[nH]c3N)cc1)CO2 (stereo unspecified),-0.2,0.0,2,1
CCC(C)c1ccc(NC(=O)c2cc3ccccc3o2)cc1 (stereo unspecified),-0.2,0.1,-39,6
Cc1cc(C)c2[nH]c(C)c(CN3CC4(C)CC3CC(C)(C)C4)c(=O)c2c1 (stereo unspecified),-0.6,0.9,4,18
COc1ccc(CNC(=O)COC(=O)CCC2CCCCC2)cc1,-1.5,-0.1,-4,-8
Cc1ccc(NC(=S)N2CCN(C)CC2)c(C)c1,-0.7,0.6,-1,1
CC1CC(C)CN(CC(=O)Nc2c3c(nc4ccccc24)CCC3)C1 (stereo unspecified),0.9,0.0,-11,74*
COC(=O)CCS(=O)(=O)c1ccc(Br)cc1,2.6,-0.1,5,-1
Cc1cc(C(=O)N2CCCC(c3nc(-c4ccncc4)ncc3-c3ccccc3C)C2)no1 (stereo unspecified),1.1,0.0,58*,-7
O=[N+]([O-])c1cccc(NCn2nnc3ccccc32)c1,-0.2,0.0,-12,-8
CCC(C)c1ccc(OCCCNCCCOC)cc1 (stereo unspecified),0.0,-0.2,0,14
O=C(c1ccc2nc3ccc(Cl)cc3c(=O)n2c1)N1CCc2ccccc2C1,-0.9,-0.2,-8,-31
CC1=CS(=O)(=O)CC1SC(=S)NC1CCS(=O)(=O)C1 (stereo unspecified),-1.0,-0.1,2,0
Cc1c(Cl)cccc1N1C(=O)c2ccccc2C1=O,-0.1,-0.1,14,-13
O=C(NC1CCCCCCC1)C1CCN(S(=O)(=O)N2CCCC2)CC1,1.1,0.5,-3,4

# Reprinted from the part before: three compounds; new compounds follow.
SMILES,GPR151 ag,FBW7 activator,TEAD-YAP block,MITF inh
CC1=CS(=O)(=O)CC1SC(=S)NC1CCS(=O)(=O)C1 (stereo unspecified),-1.0,-0.1,2,0
Cc1c(Cl)cccc1N1C(=O)c2ccccc2C1=O,-0.1,-0.1,14,-13
O=C(NC1CCCCCCC1)C1CCN(S(=O)(=O)N2CCCC2)CC1,1.1,0.5,-3,4
COc1ccc(C2Oc3ccc(Cl)cc3C3CC(c4ccco4)=NN32)cc1 (stereo unspecified),-1.4,0.0,-16,-14
O=C1C2CC=CCC2C(=O)N1c1ccc(Cl)cc1O (stereo unspecified),-1.5,-0.1,-3,14
CCOC(=O)Cn1cncc1-c1ccc([N+](=O)[O-])cc1,-0.1,0.1,-45,4
Nc1nonc1-c1nc2ccccc2n1Cc1cc2c(cc1Br)OCO2,-0.4,0.0,-2,0
CCOC(=O)N1CCC(N2CCC3(CC2)CC3C(=O)N2C[C@@H](C)O[C@@H](C)C2)CC1 (stereo partly specified),0.8,-0.1,-1,0
CC(=O)C1=C(O)C(=O)N(CCO)C1c1ccc(Br)cc1 (stereo unspecified),3.4,0.1,6,14
O=C(O)/C=C/c1ccc(-c2ccc([N+](=O)[O-])cc2)o1,-1.7,-0.7,0,-1
CC1(CC(=O)N/N=C/c2cn(Cc3ccc(Cl)cc3)c3ccccc23)OCCO1,-0.8,0.0,17,10
NNC(=O)c1ccccc1NC(=O)c1cccc([N+](=O)[O-])c1,0.2,-0.2,-7,2
CC1=C(C(=O)OC2CCCC2)C(c2ccc(C)c([N+](=O)[O-])c2)C2=C(CC(c3cccs3)CC2=O)N1 (stereo unspecified),-0.7,0.6,-1,9
CCCOc1ccc(/C(O)=C2\C(=O)C(=O)N(CCN3CCOCC3)C2c2ccc(OC)c(OC)c2)c(C)c1 (stereo unspecified),2.6,-0.2,23,-9
COCCCNC(=O)c1cnn2c(C)c(Cc3ccccc3Cl)c(C)nc12,0.2,0.0,0,3
C=CCNC(=O)C(=O)NCCc1ccc(OC)cc1,0.1,-0.2,-18,11
CCOC(=O)C1=C(N)N(c2cccc3ccccc23)C(=O)C1,-0.4,0.1,7,13
O=C(Nc1ccccc1Oc1cccnc1)C1CCCN(C2CCCC2)C1 (stereo unspecified),-0.2,-0.1,1,3

# Among those listed so far, 5 contain fluorine.
SMILES,GPR151 ag,FBW7 activator,TEAD-YAP block,MITF inh
CCOC(=O)c1cnn2c(C(F)(F)F)cc(-c3ccc4c(c3)OCO4)nc12,-0.3,-0.1,1,-6
CCOc1ccc(NC(=O)CN2CCN(Cc3ccc(F)cc3)CC2)cc1,-1.3,0.4,-2,7
CC(C)(C)C#CC(O)(c1ccc(F)cc1)c1ccc(F)cc1,0.5,0.1,4,4
CCOc1ccccc1C(=O)N1CCC(n2nnc3cc(C(F)(F)F)ccc32)CC1,-0.5,0.1,6,16
O=C(C1CC(=O)N(C2CCCCCC2)C1)N1CCN(c2ccc(F)cc2)CC1 (stereo unspecified),1.2,-0.3,-2,4

# (list continues)
SMILES,GPR151 ag,FBW7 activator,TEAD-YAP block,MITF inh
CC(=O)N1CCN(Cc2ccc3c(c2)CN(Cc2cc(C)ccc2C)CCO3)CC1,-0.8,0.6,2,7
CN(C)C(=O)CCn1cnc2c1c(=O)[nH]c(=O)n2C,-1.6,-0.1,2,-11
COc1ccc(OC)c(S(=O)(=O)Nc2ccc(F)cc2)c1,-1.2,0.1,4,5
CCOc1ccccc1C1C(C(=O)OC)=CNC=C1C(=O)OC,-1.5,0.6,-5,-9
N#Cc1c(-c2ccccc2)cc(-c2ccccc2)nc1SCCN1CCCCC1,0.9,0.0,3,9
CCSCCOC(=O)C1=C(C)N(C)C(=O)NC1c1cc2c(cc1[N+](=O)[O-])OCO2 (stereo unspecified),-1.8,-0.1,4,-6
CC(=O)NC1C(Oc2ccccc2C)OC(COC(C)=O)C(OC(C)=O)C1OC(C)=O (stereo unspecified),-1.1,0.1,1,8
Cc1ccc(-c2nc3cc(NC(=O)c4ccc([N+](=O)[O-])o4)ccc3o2)cc1,0.0,0.7,5,21
C/C(=N\NC(=O)c1ccc(Cl)cc1)c1ccc(C)cc1,2.4,0.0,-23,5
O=C(CCC(=O)N/N=C/c1ccc([N+](=O)[O-])cc1)N/N=C\c1ccc([N+](=O)[O-])cc1,3.8,0.5,2,7
CCOC(=O)c1ccc(N2CCN(c3cccc(OC)c3)CC2)c(NC(=O)Nc2ccc(OC)cc2OC)c1,-0.8,-0.3,-3,13
Cc1sc2nc(SCC(=O)N3CCC(C)CC3)[nH]c(=O)c2c1C,0.8,0.3,-4,-4
C=CCOn1c(=O)c(-c2ccc(Oc3ccccc3)cc2)[n+]([O-])c2ccccc21,-0.9,0.0,1,-4
COc1ccccc1N=c1oc2ccccc2cc1C(N)=O,0.2,0.0,-22,-8
C/C(=N\NC(=O)COc1ccccc1C)c1ccc(Br)cc1,-1.1,0.1,2,11
COC1OC(=O)C(Cl)=C1Nc1cc(C)ccc1C (stereo unspecified),2.5,-0.1,-2,-1
Cc1nn(-c2ccc(Br)cc2)c2c1C(c1ccc(OCc3ccccc3)cc1)C(C#N)=C(N)O2 (stereo unspecified),-1.9,0.0,-9,13
O=C(COCC(=O)N1CCCc2ccccc21)N1CCCc2ccccc21,0.5,-0.2,11,13
COc1ccc(CNn2c(-c3cccc(C)c3)nc3ccccc3c2=O)cc1,-0.6,0.2,-2,-6
CCOC(=O)N1CCN(c2c(NCCOC)c(=O)c2=O)CC1,0.6,-0.2,-3,1
COC(=O)Cn1cc(/C=C(/C#N)C(=O)Nc2ccc(F)cc2)c2ccccc21,-0.8,0.7,7,17
CC(C)(C)Nc1nc(NC(C)(C)C)nc(N2CCNCC2)n1,-0.1,-0.1,3,-1
O=C(NCC1CCCO1)c1ccc(N2CCCCC2)c([N+](=O)[O-])c1 (stereo unspecified),-0.5,-0.1,-32,-5
O=C(O)COc1cccc(NC(=O)c2ccc(-c3ccccc3)cc2)c1,0.8,0.1,4,1
CCOc1ccccc1OCCC(=O)Nc1ccc(OC)cc1,0.1,0.0,-12,13
COc1ccc(OC)c(NS(=O)(=O)c2cnc[nH]2)c1,0.8,0.3,4,-1
O=C(CSc1nc(-c2ccccc2)cn1-c1ccc(Br)cc1)c1ccc(Cl)cc1,1.7,0.0,1,5
O=C(Cn1nc(-c2cccc3ncccc23)oc1=O)N1CCCCCC1,0.7,-0.1,5,15
CC(C)C1CCN(C(C)(C)C)CC1=O (stereo unspecified),-1.2,-0.2,-8,-96
COC(CNS(=O)(=O)c1ccc(Cc2ccc(S(=O)(=O)NCC(OC)OC)cc2)cc1)OC,-1.7,0.1,26,0
O=c1[nH]nc(-c2ccc(NCCCO)c([N+](=O)[O-])c2)c2ccccc12,0.6,-0.1,4,7
CCN(CC)c1ccc(C(=O)Nn2c(-c3ccc(OC)c(OC)c3)nc3ccccc3c2=O)cc1,0.4,0.0,25,9
CC(=O)c1cc(C(C)=O)c(Nc2ccccc2)s1,0.0,-0.3,-7,-8
COc1ccccc1CN1CCNC(=O)C1CC(=O)N(C)Cc1ccncc1C (stereo unspecified),-0.4,0.2,0,8
CC1CCc2oc3cc([N+](=O)[O-])cc([N+](=O)[O-])c3c2C1 (stereo unspecified),0.1,0.2,1,9
Cc1ccccc1NC(=O)c1ccccc1Br,-0.5,-0.1,-12,-2
CCOC(=O)C1=CN(Cc2ccc(F)cc2)C=C(C(=O)OCC)C1c1cccc(OCC)c1,-0.8,1.0,-7,1
Cc1ccc(C2=N/C(=C\c3ccc(-c4cccc([N+](=O)[O-])c4)o3)C(=O)O2)cc1,-0.3,0.3,0,9
